Source: PubChem BioAssay (Broad Institute)
CFTR F508del cor: F508del CFTR correction, initial screen, CFBE line, single point | CFBE cells, YFP halide quenching; stimulated with forskolin plus potentiator P3; % fluorescence drop versus neutral controls | activity (quench increase), % at 7.58 µM | hit rate 0.36% among 350,000 | AID 720511, 2013;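 active means mean added fluorescence quench of at least 8% versus neutral control, with both replicates also reaching 8%; inconclusive means only one of the mean or replicate conditions met; inactive means mean below 8% and not both replicates reaching 8%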;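 further: cells transiently co-express mutant CFTR-F508del with the halide-sensitive YFP; corrector assay measuring rescue of mutant channel to the surface after 24 h compound exposure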
miR122 inh: miR-122 Renilla sensor signal increase in Huh7, primary screen, miR-122 inhibitor project, cell-based, single point, plate reader | hit rate 0.3% among 340,000 | activation (reporter increase), % at 12.5 µM | AID 602342, 2012 | Huh7 miR-122 Renilla luciferase sensor, 48 h; neutral wells = 0, positive control = 100;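 active means mean replicate activation score at least 90 and every replicate individually at or above 90; inconclusive means only one of the two criteria met; inactive means neither criterion met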;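 further: higher luciferase means less miR-122 activity so hits act as miR-122 inhibitors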
SIRT5 block: SIRT5 desuccinylase inhibitors, primary screen, biochemical, fluorescence imaging, single point, set 5 | NAD-dependent protein deacylase sirtuin-5, mitochondrial (Homo sapiens), Q9NXA8 | Purified SirT5, succinyl-peptide AMC, trypsin-coupled fluorescence | inhibition, % at 15 µM | hit rate 1.1% among 330,000 | AID 652115, 2013; in the data active means inhibition above about 15%; inconclusive means no clear call, values can overlap the other calls
Target sequence (Q9NXA8 whole entry, looked up): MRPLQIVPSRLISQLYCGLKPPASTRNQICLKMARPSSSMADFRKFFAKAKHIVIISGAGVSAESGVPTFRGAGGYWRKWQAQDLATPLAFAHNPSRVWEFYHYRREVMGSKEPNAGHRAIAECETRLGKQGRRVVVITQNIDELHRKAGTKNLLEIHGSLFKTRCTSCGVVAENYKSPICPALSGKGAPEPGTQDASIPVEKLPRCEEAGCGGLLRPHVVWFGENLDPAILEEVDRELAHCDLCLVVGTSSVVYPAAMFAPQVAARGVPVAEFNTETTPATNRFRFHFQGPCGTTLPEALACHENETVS
CASP6 VEID inh: human caspase-6 inhibitors, primary screen, biochemical, VEID-R110 fluorescence, single point, set 2 | purified caspase-6, Z-VEID-R110 cleavage fluorescence | inhibition, % at 12.5 µM | AID 686996, 2013 | hit rate 0.53% among 350,000 | P55212;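 active means mean inhibition across replicates at least about 35%, with every replicate also reaching that limit, limit read from the data; inconclusive means only one of the two criteria met; inactive means neither criterion met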;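 further: 0% = median of neutral control wells and 100% = no fluorescence left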
Target sequence (P55212 24-179 limits assumed): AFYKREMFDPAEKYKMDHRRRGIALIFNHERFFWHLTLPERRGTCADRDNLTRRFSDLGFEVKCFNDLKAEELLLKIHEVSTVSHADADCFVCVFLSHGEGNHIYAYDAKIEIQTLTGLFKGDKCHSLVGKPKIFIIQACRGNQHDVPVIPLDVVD
Target sequence (P55212 194-293 limits assumed): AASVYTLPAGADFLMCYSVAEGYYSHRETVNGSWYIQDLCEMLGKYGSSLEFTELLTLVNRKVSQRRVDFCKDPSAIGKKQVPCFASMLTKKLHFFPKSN
DENV2 CPE: inhibitors of DENV2 cytopathic effect, primary screen, cell-based, plate reader, single concentration | hit rate 1.7% among 350,000 | AID 651640, 2012 | CPE inhibition, % at 9.99 µM | DENV2-infected cells, cytopathic effect rescue; in the data active means CPE inhibition above about 20%, passing the limit was not always enough; inconclusive means no clear call, values can overlap the other calls; tested in BHK-21 cells;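 further: 0% = median of neutral control wells and 100% = median of positive control wells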
ERp5 block: inhibitors of ERp5-driven insulin aggregation, primary screen, biochemical, turbidity, absorbance 650 nm, single point. hit rate 0.05% among 350,000. inhibition, % at 9.99 µM. 90 min. Protein disulfide-isomerase A6 (Homo sapiens), Q15084;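 active means mean replicate inhibition above about 25%, with every replicate also reaching it, limit read from the data, passing the limit was not always enough; inconclusive means only one of those two criteria met; inactive means neither criterion met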
Target sequence (Q15084 whole entry, looked up): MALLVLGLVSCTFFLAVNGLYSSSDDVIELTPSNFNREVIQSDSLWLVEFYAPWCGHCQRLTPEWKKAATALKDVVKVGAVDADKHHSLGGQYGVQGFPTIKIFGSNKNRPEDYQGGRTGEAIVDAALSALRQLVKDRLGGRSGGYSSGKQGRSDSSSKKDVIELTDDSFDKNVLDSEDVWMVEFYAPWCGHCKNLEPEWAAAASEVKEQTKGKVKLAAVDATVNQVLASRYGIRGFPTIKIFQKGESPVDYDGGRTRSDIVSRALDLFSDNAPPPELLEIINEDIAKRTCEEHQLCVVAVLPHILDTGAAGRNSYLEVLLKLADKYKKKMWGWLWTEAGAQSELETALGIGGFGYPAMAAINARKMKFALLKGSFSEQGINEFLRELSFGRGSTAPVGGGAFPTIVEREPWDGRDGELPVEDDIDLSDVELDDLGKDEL
ERAP1 inh: human ERAP1 aminopeptidase inhibitors, primary screen, biochemical, single point, plate reader; recombinant ERAP1, Leu-AMC fluorescence, 60 min; hit rate 0.15% among 340,000; inhibition, % at 10.7 µM;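 active means mean replicate inhibition of at least 30%, or all replicates individually reaching that 30% level; inactive means mean below 30% and not every replicate reaching it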;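 further: 0% = neutral control wells and 100% = L-leucinethiol positive control wells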
* = called active by the depositor; ? = inconclusive; · = not tested or not shown; [ ] = another dose, or the depositor's remark.

structure,CFTR F508del cor,miR122 inh,SIRT5 block,CASP6 VEID inh,DENV2 CPE,ERp5 block,ERAP1 inh
C[C@H](NC(=O)[C@H]1[C@H](CO)[C@H]2Cn3c(ccc(-c4ccccc4F)c3=O)[C@@H]1N2C)c1ccccc1,·,·,-5,-1,1,1,-3
COc1ccccc1S(=O)(=O)Cc1ccc(C(=O)NC2CC2)o1,-1.3,-5,-3,-3,-4,1,-2
CCOC(=O)c1ccc(NC(=O)CCN2C(=O)C3CC=CCC3C2=O)cc1 (stereo not given),0.0,0,-1,4,-5,-3,1
Oc1ccccc1N1CCN(Cc2ncc(-c3ccccc3)o2)CC1,2.1,-4,1,1,-6,-3,1
CCCNC(=O)c1oc2ccc3c(c2c1C)C(O)CC(C)(C)O3 (stereo not given),2.7,0,-7,-1,5,1,0
COc1ccc(NC(=O)N(C)C[C@@H]2Oc3ncc(-c4ccc(F)cc4)cc3C(=O)N([C@H](C)CO)C[C@@H]2C)cc1,0.4,-7[16.7 µM],4,-1,5,-4,-1
CN(C)CC(O)CN1C(=O)NC(C)(C)C1=O (stereo not given),·,·,2,7,-4,-3,-2
CN(C)CCCn1c2c(c(SCC(=O)Nc3cccc4ccccc34)nc1=O)CCC2,-0.7,·,4,-11,7,-3,1
COc1ccc(-c2oc3ccc(N4CCOCC4)cc3c2C#CCO)cc1,2.2,1,-3,-3,-14,-2,4
Cc1cccc(C#Cc2ccccc2)n1,0.9,-6,4,13,-5,-1,0
COc1ccc2c(c1)-c1ccccc1S(=O)(=O)N(C)C2,2.0,-2,·,-3,-1,0,·
Fc1cnc(N2CCN(c3ccccc3)CC2)nc1N1CCN(c2ccccc2)CC1,2.7,·,-2,-1,-6,2,1
Cc1ccccc1C(=O)NCCCc1ccccc1,·,·,0,3,1,-3,6
Cc1cccn2c(=O)c3cc(C(=O)NCc4ccco4)c(=N)n(CCc4ccccc4)c3nc12,2.7,4,-7,6,0,-3,·
COc1cc(CCC(=O)Nc2sccc2C#N)cc(OC)c1OC,1.4,11,-7,3,-6,-1,-7
NN1C(=O)NC(c2ccccc2)(c2ccccc2)C1=O,-1.0,·,3,2,-1,-7,-5
CCCNC(=S)Nc1ccccc1,-1.7,·,2,-3,7,-1,0
Cc1n[nH]c(=O)c2c(NC(=O)CSc3nn(-c4ccc(F)cc4)c(=S)s3)oc(C)c12,0.1,·,3,10,11,-5,3
O=C(C[C@@H]1CC[C@@H]2[C@H](COC[C@@H](O)CN2Cc2ccc(F)cc2)O1)NCc1ccncn1,2.1,6[16.7 µM],2,-1,-11,-6,1
CCOC(=O)C1=C2NC(=O)c3ccccc3N2C(=O)C1,0.3,·,1,4,-6,-3,3
CCN1CCN(S(=O)(=O)c2ccc(Cl)c(C(=O)Nc3ccc(OC(F)F)cc3)c2)CC1,-0.9,·,-1,-7,1,0,2
C#CCN1C(=O)S/C(=C\c2ccc(-c3ccc(Cl)c(C(=O)O)c3)o2)C1=O,0.2,3,6,19,2,5,-30
COc1ccc2nc(NC(=O)c3cccs3)sc2c1,2.4,-3,-6,-12,2,4,-1
CCOC(=O)c1ccc(NC(=O)C2CC(=O)N(c3ccc4c(c3)OCCO4)C2)cc1 (stereo not given),-4.2,7,-4,3,-1,-8,-1
CC[C@@]12C(=O)N(c3cccc(F)c3)C(=O)N1[C@H](c1cccc(C)c1)[C@@H]1C(=O)N(Cc3ccccc3)C(=O)[C@@H]12,0.6,0,-2,3,3,2,0
O=[N+]([O-])c1cccc(-c2ccc(/C=N/NC(=S)Nc3cccc(F)c3)o2)c1,2.0,·,1,2,3,3,·
C[C@H](O)[C@@H]1C(=O)N2CCc3ccc(-c4ccccc4)cc3[C@@H]2C[C@@H]1N(C)C(=O)Nc1cc(Cl)cc(Cl)c1,0.0,0,2,0,-2,3,2
Cc1ccc(CNC(=O)c2ccc(N3CCC4(CC3)CC(c3cccc(Br)c3)=NO4)c(N)c2)cc1,0.0,·,-8,-1,-10,6,1
CCN(c1ccccc1)S(=O)(=O)c1ccc(Cl)c(C(=O)N(CC2CCCO2)C2CCS(=O)(=O)C2)c1 (stereo not given),1.6,·,-1,0,-2,-1,-2
CCN(CC)C(=O)c1[nH]cnc1C(=O)N[C@H](C)c1ccccc1,-0.3,-6,·,0,-11,4,0
CN(C)c1ccc(NC(=O)Cn2ncn3c(cc4ccccc43)c2=O)cc1,-2.7,8,0,0,0,1,1
CCC(=O)N1[C@H](CN(C)C(C)=O)[C@H](c2ccc(-c3ccc(F)cc3)cc2)[C@@H]1CO,1.5,14[16.7 µM],·,·,-2,·,·
O=C(C[C@@H]1CC[C@@H]2[C@H](COC[C@@H](O)CN2CC2CCOCC2)O1)N1CCOCC1,0.7,1[16.7 µM],1,3,-7,8,-1
O=C(Cn1c2c(c(-c3ccccc3Cl)cc1=O)CCC2)NCC1CCCO1 (stereo not given),1.9,·,-2,0,19,-2,-2
CN(CCOc1ccccc1)CC(=O)Nc1ccc(Cl)cc1[N+](=O)[O-],-0.7,-10,3,12,-1,-2,-4
Cc1cccc(C)c1NC(=O)CNC(=O)c1cccc(S(=O)(=O)NCc2cccs2)c1,-4.4,·,-1,1,-6,-3,2
Cc1ccc(CONC(=O)c2cccc(C)c2)cc1,4.1,0,-3,3,?,0,4
Cc1ccc(CNC(=O)C2CCC(=O)N2Cc2ccc(C)cc2)cc1 (stereo not given),3.4,4,-2,6,-5,5,-1
C[C@@H]1CN([C@H](C)CO)C(=O)c2cccc(NC(=O)NC3CCCCC3)c2O[C@@H]1CN(C)C(=O)Nc1ccc(F)cc1,-0.7,-7[16.7 µM],1,1,1,16,0
c1cncc(Nc2nc(-c3cccs3)cs2)c1,2.1,3,3,2,-4,-3,-8

Structures from the list above that have a nitro group on carbon (two):
structure,CFTR F508del cor,miR122 inh,SIRT5 block,CASP6 VEID inh,DENV2 CPE,ERp5 block,ERAP1 inh
O=[N+]([O-])c1cccc(-c2ccc(/C=N/NC(=S)Nc3cccc(F)c3)o2)c1,2.0,·,1,2,3,3,·
CN(CCOc1ccccc1)CC(=O)Nc1ccc(Cl)cc1[N+](=O)[O-],-0.7,-10,3,12,-1,-2,-4

Next records
structure,CFTR F508del cor,miR122 inh,SIRT5 block,CASP6 VEID inh,DENV2 CPE,ERp5 block,ERAP1 inh
O=C(NCC1CCCCC1)[C@H]1[C@H](CO)[C@H]2Cn3c(ccc(-c4ccccc4)c3=O)[C@@H]1N2,-4.1,-1[16.7 µM],-31,-1,-5,2,0
O=C(Cc1nc(-c2ccc([N+](=O)[O-])cc2)cs1)Nc1ccccc1,0.1,·,-2,-1,-12,-13,3
CC(OC(=O)CNC(=O)c1ccc(Cl)c(Cl)c1)C(=O)N1CCOCC1 (stereo not given),-0.8,·,-4,0,-1,10,-4
O=C(c1ccc(F)cc1)N1C[C@@H]2[C@H](c3ccccc31)[C@H](CO)N2C(=O)c1ccc(F)cc1,0.8,-11[16.7 µM],0,0,20,2,4
Cc1ccc(OCC(=O)N2CCC(C)CC2)c([N+](=O)[O-])n1,-2.8,-6,0,-2,2,0,5
CC(C)N=C(NC#N)SCc1ccccc1F,-0.8,0,-2,0,2,-4,1
Cc1ccc(S(=O)(=O)NC(CC(=O)NCC2CCCO2)c2ccccc2)cc1 (stereo not given),-1.1,-9,-1,-2,0,-3,2
CC(=O)c1cccc(NC(=O)CN2C(=O)COc3ccc(S(=O)(=O)N4CCOCC4)cc32)c1,0.8,13,0,1,18,4,-2
CC(C)c1cccc(-c2csc(C(O)c3ccc(F)c(F)c3)n2)c1 (stereo not given),-0.1,0,·,1,-7,-1,1
O=C(Nc1ccc(Oc2ccccc2)cc1)c1csc(COCCO)n1,1.5,-18,·,-6,-5,0,-2
CCOC(=O)N1CCN(C(=O)COc2ccc3oc4c(c3c2)CCCC4)CC1,3.2,5,0,6,-5,-8,1
COc1ccc(C(=O)c2c(C)c3cc(C)ccc3n2CC(O)CN2CCOCC2)cc1 (stereo not given),5.1,·,10,-1,-7,3,-3
COc1ccc(NC(=S)N2CCC(C(=O)c3ccc(F)cc3)CC2)c(OC)c1,-0.7,·,25*,10,0,1,-1
CCN(CC)CCOC(=O)c1ccc(N/C=C(/C#N)c2nc(-c3ccc4c(c3)OCO4)cs2)cc1,-0.2,-4,-7,-19,-16,13,3
CC(=O)NC(c1cccc(F)c1)c1nc(-c2ccc3ccccc3c2)cs1 (stereo not given),-4.1,·,1,0,-3,2,6
COc1cccc(C(=O)OCC(=O)Nc2ccc(N3CCOCC3)cc2)c1,-1.1,-7,0,0,11,3,3
COCCCn1c(=S)[nH]c2sc3c(c2c1=O)CCCS3,0.0,·,2,7,·,-2,-1
Cc1c(O)nc(SC2CC(=O)N(c3cc(Cl)cc(Cl)c3)C2=O)[nH]c1=O (stereo not given),-0.4,-14,·,2,14,-1,·
COc1cc(/C=C/C(=O)OC(C)C(=O)Nc2c(C)n(C)n(-c3ccccc3)c2=O)ccc1OCC#N (stereo not given),-1.2,-6,-6,-5,16,-2,1
C[C@@H]1CN([C@@H](C)CO)C(=O)Cc2cc(NC(=O)Nc3ccc(F)cc3)ccc2O[C@H]1CN(C)CC1CCCCC1,-3.0,-17[16.7 µM],6,0,-3,1,-2
COc1cc(OC)cc(C(=O)N[C@@H](CCSC)c2nc3ccccc3[nH]2)c1,1.0,·,1,-2,-1,1,-1
C[C@H](NC(=O)[C@@H]1Cc2ccccc2CN1)C(=O)Nc1ccc2c(c1)OCO2,-3.6,8,1,6,17,2,-1
CC(C)[C@H](NC(=O)c1ccccc1)C(=O)Nc1cccc(S(=O)(=O)N2CCOCC2)c1,-0.7,·,-2,-3,9,0,0
COc1ccc(C(=O)NC(Cc2c[nH]c3ccccc23)C(=O)O)cc1 (stereo not given),0.8,-7,4,1,-2,1,-6
Cc1ccc(S(=O)(=O)Nc2cccc(C(=O)NCCN3CCOCC3)c2)cc1F,0.5,·,-2,0,-3,-3,3
CC[C@]12c3[nH]c4cc(-c5ccco5)ccc4c3CCN1C(=O)[C@@H](CC(=O)NCc1ccco1)C[C@@H]2C(=O)N1CCN(C(=O)c2ccco2)CC1,-2.6,·,-9,5,?,4,3
COc1ccc(-c2csc(Nc3cc(C)ccn3)n2)cc1C,-2.7,3,-3,2,4,1,3
C[C@H](NC(=O)CCCOc1ccc(Cl)cc1Cl)c1nnc2ccccn12,-1.3,-1,-4,5,41*,-2,2
Brc1ccc(N=Nc2ccc3ccccc3n2)cc1,1.1,0,·,2,-8,4,0
Cc1ccc(N2CC(C(=O)Nc3ncc([N+](=O)[O-])s3)CC2=O)cc1 (stereo not given),-1.8,·,0,5,0,2,7
Cc1cc(C(=O)N/N=C/c2ccc([N+](=O)[O-])s2)c2ccccc2n1,-2.4,-7,-1,4,2,0,2
CC(C)Cc1ccc(-c2ccc3nccn3c2)cc1,2.5,1,9,1,-4,-4,1
COc1ccccc1CNC(=O)COc1ccccc1C(=O)c1cnn(-c2ccccc2)c1,3.8,·,0,0,-3,-3,-3
Cn1c(N)c(C(=O)CSc2nnc(C3CC3)n2Cc2ccccc2)c(=O)n(C)c1=O,-1.4,-4,-2,-2,0,3,2
CCn1c(Cc2c(C)[nH]c3ccccc23)nnc1SCC(N)=O,-3.3,·,0,-1,8,3,2
